12-LOX inh: inhibitors of human 12S-lipoxygenase ALOX12 | Potency, µM (series often up to 108 µM), inactives show top-dose activity change, negative = inhibition, hits mostly inhibitors | hit rate 1.1% among 580,000 | purified 12hLO, xylenol orange hydroperoxide absorbance | P18054; active means well fitted inhibition curve with a large enough effect; inconclusive means small, poorly fitted or top-dose-only effect, or another doubt; inactive means no such curve, though single readings can be large or run the other way
Target sequence (P18054 whole entry, looked up): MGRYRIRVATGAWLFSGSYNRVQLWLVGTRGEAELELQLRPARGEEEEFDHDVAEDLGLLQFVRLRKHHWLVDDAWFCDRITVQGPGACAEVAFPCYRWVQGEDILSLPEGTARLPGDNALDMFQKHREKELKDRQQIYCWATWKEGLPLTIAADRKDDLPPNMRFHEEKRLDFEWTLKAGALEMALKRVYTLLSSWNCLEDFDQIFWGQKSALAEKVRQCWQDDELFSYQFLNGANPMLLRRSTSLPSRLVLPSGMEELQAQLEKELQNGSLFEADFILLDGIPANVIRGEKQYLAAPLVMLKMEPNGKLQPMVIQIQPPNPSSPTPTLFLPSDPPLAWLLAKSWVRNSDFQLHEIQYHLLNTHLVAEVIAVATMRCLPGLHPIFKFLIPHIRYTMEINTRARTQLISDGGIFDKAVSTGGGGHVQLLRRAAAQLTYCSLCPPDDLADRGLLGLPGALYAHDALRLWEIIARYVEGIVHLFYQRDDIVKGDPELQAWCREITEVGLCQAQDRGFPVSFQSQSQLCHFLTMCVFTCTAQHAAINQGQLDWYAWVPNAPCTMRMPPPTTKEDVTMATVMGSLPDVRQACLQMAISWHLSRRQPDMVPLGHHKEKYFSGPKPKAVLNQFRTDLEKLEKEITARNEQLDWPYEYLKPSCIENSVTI
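Hydroperoxide product was detected by ferrous iron/xylenol orange as the 573 to 405 nm absorbance ratio. Arachidonic acid at 40 uM (final) was turned over for 30 min at room temperature by 150 nM human 12hLO, pH 7.0 Hepes buffer, after 15 min compound preincubation.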
Active calls of the source: *; ? = inconclusive; [ ] = dose if it differs, or a comment. On the % scale 0 is the no-effect control and ±100 the full control effect; potency means the concentration at half of the fitted maximal effect. These rows are one share of the data, so the mix of outcomes need not match the whole.

12-LOX inh | SMILES
14% | O=C(NCc1cccs1)C1(c2cccc(C(F)(F)F)c2)CCOCC1
14%[176 µM] | CC(C)CCN1CCC12Cc1ccccc1NC2=O (stereo not drawn)
-7% | COc1ccc2c(c1)CCCN2C(=O)c1cc2cc(C)ccc2nc1C
-1% | O=c1[nH]c2cc3c(cc2c(=O)n1CCCc1nc(-c2ccc(C(F)(F)F)cc2)no1)OCO3
? | Cn1c(=O)c2c(-c3ccccc3)n3c(c2n(C)c1=O)C(c1cccc(O)c1)OCC3 (stereo not drawn)
2% | CCCCCC(=O)Nc1nc2c(s1)C[C@@H]1[C@](C)(CO)[C@H](O)CC[C@@]1(C)[C@@H]2CC(=O)NCCOC
19% | Cc1oc2c(c1C(=O)N1CCOCC1)CN(C(=O)c1ccncc1)CC2
0% | O=c1[nH]cnc2c1ncn2C1O[C@H](CO)[C@@H](O)[C@H]1O (stereo partly drawn)
48%[activator] | COCCn1c(C)cnc1CCNC(=O)COc1ccccc1
25% | COC(=O)C(NC(=O)N1CCCCCCn2c(nnc2-c2ccc(F)cc2)CC1)C(C)C (stereo not drawn)
-28% | C/C(=N\NC(=S)N/N=C(\C)c1ccccc1)c1ccccc1
-18% | CCn1cc(SCC(=O)Nc2ccc(C)cc2)c2ccccc21
22% | Fc1ccccc1OCCC1CCNC1 (stereo not drawn)
11% | CCCn1c(Cn2ccnc2C)nc2cc(NC(=O)c3ccccc3OC)ccc21
? | CCCSc1oc(-c2ccccc2)nc1S(=O)(=O)c1ccccc1
45%[activator] | C=CCNC(=O)Nc1ccc(NC(=O)CN(CC)CC)cc1
0%[176 µM] | Cc1ccc(C(=O)NC[C@H]2O[C@@H](CC(=O)N3CCCC3)[C@H](O)[C@@H]2O)cc1
? | COc1ccc(-c2nc(C)nc3c2CCN(C(=O)c2ccc(C)cc2)CC3)cc1
-27% | Cc1ccc(CNS(=O)(=O)c2cc(-c3cc(C)no3)ccc2C)cc1
? | O=C(Cc1n[nH]c(=O)c2ccccc12)NC1CCCc2c1[nH]c1c(Cl)cccc21 (stereo not drawn)
38%[activator] | CCOc1cc(=O)n2c(c1C(=O)NCc1ccc(C)o1)CCCCC2
-62% | N#C/C(=C\c1ccc(OCc2ccc(Cl)c(Cl)c2)cc1)C(=O)c1ccccc1
62%[activator] | Cc1ccc(C2Cn3nnc(-c4noc(-c5n[nH]c6c5CCCC6)n4)c3CO2)cc1 (stereo not drawn)
88%[activator] | O=C(c1ccccn1)N1CCCC2(C1)Nc1cccnc1NC2=NC1CCCC1 (stereo not drawn)

Shown as tab-separated lines: entries from further up.
Molecule	12-LOX inh
COC(=O)C(NC(=O)N1CCCCCCn2c(nnc2-c2ccc(F)cc2)CC1)C(C)C (stereo not drawn)	25%
C/C(=N\NC(=S)N/N=C(\C)c1ccccc1)c1ccccc1	-28%
CCn1cc(SCC(=O)Nc2ccc(C)cc2)c2ccccc21	-18%
Fc1ccccc1OCCC1CCNC1 (stereo not drawn)	22%
CCCn1c(Cn2ccnc2C)nc2cc(NC(=O)c3ccccc3OC)ccc21	11%

The list goes on:
12-LOX inh | SMILES
-15% | CCc1ccc(C2=NN(C(=O)c3ccco3)C(c3ccc4nccnc4c3)C2)cc1 (stereo not drawn)
14% | O=C(c1nnc(CN2CCN(c3ccccn3)CC2)n1-c1ccccc1)N1CCC[C@@H]1c1cccc(F)c1
0% | Cc1ccc2cccc(NC(=O)C(C)Oc3cccc(C)c3C)c2n1 (stereo not drawn)
-34% | Cc1nc2ccccc2nc1SCC(=O)N(C)C(C)c1ccc(F)cc1 (stereo not drawn)
-2% | CN(C)c1cc(N2C[C@@H](CN3CCOCC3)C[C@H](CO)C2)ncn1
3%[6.33 µM] | Cc1cc(C)c(CN2CCC3(CC2)Cc2ccccc2CNC3=O)c(C)c1
44%[activator] | CN(C)C[C@@H]1CN(Cc2ccccc2)C[C@H]1NS(=O)(=O)c1cccnc1
-2%[176 µM] | Cc1cc2cc(-c3c(C)noc3C)nc(N(C)C)c2o1
0% | COc1ccc(CC(=O)N2CC3ON=C(c4c(F)cccc4Cl)C3C2)cc1OC (stereo not drawn)
-1% | Cc1nc2cc(NC(C)C(=O)Nc3ccccc3C(F)(F)F)ccc2o1 (stereo not drawn)
3% | COC(=O)[C@]12C[C@H](CC(=O)NCc3ccccc3)C(=O)N(CCC3=CCCCC3)C1=C[C@H](C(C)C)O[C@@H]2C1CC1
22% | COC(=O)N1CCc2nc(-c3ccc(Cl)cc3)nc(-c3ccccc3)c2C1
30%[activator] | CN(C)C[C@@H]1CN(Cc2ccncc2)C[C@H]1NS(=O)(=O)Cc1ccccc1
-9%[176 µM] | CC(C)N[C@@H](Cn1ccc(=O)[nH]c1=O)C(=O)O
-43% | COc1cc(CN(C(=S)NCC(=O)NCc2ccccc2Cl)C2CCCC2)cc(OC)c1OC
7% | N#CCCSc1nnc(-c2c[nH]c3ccccc23)n1C1CC1
? | CCOC(=O)c1ccc(Oc2c(C(F)(F)F)oc3cc(OS(C)(=O)=O)ccc3c2=O)cc1
30% | O=C1CSc2ccc(C(=O)Nc3cccc(COC(=O)c4ccc5c(c4)NC(=O)CS5)c3)cc2N1
? | CC(c1cc2ccccc2[nH]1)N(C)C(=O)C1CCN(CC(N)=O)CC1 (stereo not drawn)
87%[activator] | CC(C)c1nn(C)c(Cl)c1CNCc1ccc2c(c1)OCCO2
33%[activator] | O=C(O)C1CN(S(=O)(=O)C2CC2)CC12CCCCC2 (stereo not drawn)
-7% | Cc1ccc(C(=O)NCCn2c(C)cc3ccccc32)cc1
-6% | CC(OC(=O)C1=NNC(=O)CC1)C(=O)c1c[nH]c2ccccc12 (stereo not drawn)
-7% | CN(C)C[C@@H]1CN(c2ncccn2)C[C@H]1NS(=O)(=O)c1ccc(C#N)cc1
-10% | O=C(NCC1CCOCC1)Nc1c(F)cccc1F
45%[activator] | COc1ccc(-c2cc(N3CCCN(C(=O)C(C)c4ccccc4)CC3)n[nH]2)cc1 (stereo not drawn)
6% | O=C(c1cc2ccccc2[nH]1)N(Cc1ccc(F)cc1)C1CC1
6%[6.33 µM] | COc1ccc(-n2nc3n(c2=O)CCN(Cc2ccc(C(F)(F)F)cc2)C3)cc1
41%[activator] | CC[C@H](C)N(C)C(=O)c1cc2ccccc2c(-c2ccccc2Cl)n1
10% | Cc1ccccc1NC(=O)Cn1nc2n(c1=O)CCCC2
? | CCCn1c(SCC(=O)Nc2ccc(Cl)cc2)nc(O)cc1=O
-5% | Cn1cnnc1-c1nn(C)c2c1CN(C(=O)CCC(=O)N1CC(=O)Nc3ccccc31)CC2
22% | Cn1c(SCC(=O)Nc2nncs2)nnc1-c1ccccc1
17% | O=C(COc1ccc(-c2nnc3n2CCCC3)cc1)Nc1ccc(Cl)cc1
97%[activator] | Cn1c(C(=O)NCc2cccnc2)cc2c1CCN(Cc1ccccc1)C2
? | COc1ccc(-c2csc(NC3CC3)n2)cc1OC
? | Cc1cc(C)cc(NC(=O)CSCc2cc(=O)n3oc(C)cc3n2)c1
94%[activator] | CCCC1(CO)CCCN(Cc2cn3ccc(C)cc3n2)C1 (stereo not drawn)
0%[176 µM] | O=C(c1cnccn1)N1CC[C@H]2COC(=O)N2c2cc(F)ccc2C1
? | N#C/C(=C/c1ccc2c(c1)OCCO2)c1ccccn1
13% | O=C(NCc1ccccc1C(F)(F)F)C1CCCN(c2cnn(Cc3ccccc3)c(=O)c2)C1 (stereo not drawn)
? | COc1ccc(-c2cc(C[C@@H]3CC[C@H](O)[C@@H](CN(Cc4ccccc4OC)Cc4ccccc4OC)O3)no2)cc1
11%[176 µM] | Cc1noc(C)c1-c1cc2cc(CO)oc2c(NCc2ccc3c(c2)OCO3)n1
? | O=c1[nH]nc(SCc2ncc(-c3cccc(Cl)c3)o2)n1C1CC1
59%[activator][176 µM] | CC(C)CCNC(=O)c1cnc2c(c1)N([S+](=O)([O-])c1cccnc1)CCC2
? | CCNC(=O)c1ccc2c(c1)C1(CCN(CC3CC3)C1)CN2Cc1ccccc1 (stereo not drawn)
? | COc1ccc(S(=O)(=O)N[C@H]2C[C@@H](c3nc(-c4ccc(C)cc4)no3)N(C)C2)cc1
44%[activator] | CCOc1cc(C2C(C#N)=C(N)Oc3cc4c(cc32)OCO4)cc(Br)c1OC (stereo not drawn)
10% | CN1C(=O)N(C)N(Cc2ccccc2)C(=O)N1Cc1ccccc1
-5%[176 µM] | CC(C)NC(=O)C[C@@H]1O[C@H](Cn2cc(CN(C)Cc3ccccc3)nn2)[C@@H](O)[C@H]1O
? | CN(Cc1ccc(F)cc1)C(=O)Nc1ccc(Cl)cc1
49%[activator] | Cc1nn(C)c(C(=O)N[C@H]2CCOC[C@H]2C2CCOCC2)c1Cl
-5% | CC(C)(C)c1cnc(CN2CCCC2c2ccc[nH]2)o1 (stereo not drawn)
14% | COc1cccc(CCC(=O)N2CCN(C(=O)c3nnn4c3COC(c3ccccc3)C4)CC2)c1 (stereo not drawn)
35%[activator] | COCc1nc(-c2ccc(OC3CN(C(=O)C(C)Oc4ccccc4)C3)cc2)no1 (stereo not drawn)
-15% | Cc1ccc(-c2nc(C3CC(=O)N(c4ccc(Cl)cc4)C3)no2)c(C)c1 (stereo not drawn)
-26% | Cc1cc(S(=O)(=O)NCC2CN(Cc3ccccc3)CCO2)ccc1Br (stereo not drawn)
0% | COc1ccc(C(=O)N[C@H]2CO[C@H]3[C@@H]2OC[C@@H]3n2nnnc2Oc2cccc(N(C)C)c2)cc1
-24% | COc1cc(NC(=O)COC(=O)c2ccc3c(c2)NC(=O)CS3)c(C)cc1[N+](=O)[O-]
15% | CN(C)S(=O)(=O)N1CCOc2ccc(CCC(=O)NCC3CC3)cc2C1

Additional results follow:
12-LOX inh | SMILES
? | c1cncc(CNc2ncncc2-c2ccc3c(c2)OCO3)c1
70%[activator] | CCC(C)NC(=O)CCN(CCCOC)C(=O)c1cc(C)oc1C (stereo not drawn)
56%[activator] | COc1ccc(C(=O)N[C@@H]2CCC[C@@H]2C(=O)NCCc2cccs2)cn1
6%[176 µM] | Cc1ncsc1CCO
18% | CCN(CCNC(=O)c1cc2c(s1)CN(C1CC1)C2)c1cccc(C)c1
2% | O=C(Nc1ccccc1C(=O)NC1CCCC1)c1cnc2ccccc2n1
56%[activator] | CCC/C(=N\NC(=O)c1ccc(C(C)(C)C)cc1)c1ccccc1
? | Fc1ccccc1/C=N/NC(=S)NCc1ccccc1
2%[176 µM] | Cc1ccc(-c2nnc3ccc(NC4CCC4)nn23)nc1
7% | CC(C)NC(=O)CC1(C(=O)NCc2ccc(F)cc2)CCCC1
-22% | O=C(CSc1nc(-c2ccccc2)cc(C(F)(F)F)n1)NC1CCCCC1
? | COC(=O)C1=C(C)N(Cc2ccccc2C(F)(F)F)C(=NCc2ccccc2)NC1c1ccc(Cl)cc1 (stereo not drawn)
31%[activator][176 µM] | O=C1[C@@H]2C[C@@H](CN2C2CCOCC2)Oc2ccccc2N1Cc1ccccc1
12% | O=C(NCc1ccc2c(c1)CCCO2)c1ccc(C2CCNC2)cc1 (stereo not drawn)
9% | COc1ccc(C2(C(=O)NCC3Cc4cccc(-c5nc(C)cnc5C)c4O3)CCCC2)cc1 (stereo not drawn)
14% | CC(C)CC(=O)NCCNC(=O)c1cc2ccccc2n1C
4%[12.5 µM] | NCc1cccc(-c2cc(F)cc(F)c2)c1
-4% | COc1ccc(NC2=CC(=O)CC(c3ccc(OC)cc3)C2)cc1 (stereo not drawn)
-13% | CC(C)c1cc(=O)oc2cc(OCC(=O)NC3(C#N)CCCCC3)ccc12
7% | Cc1noc(-c2cn(C3CCN(C(=O)c4ccc(F)c(F)c4)CC3)nn2)n1
20% | COCC1CN(C)CC12CCN(C(=O)Cn1c(=O)oc3ccccc31)CC2 (stereo not drawn)
19% | Cc1noc(C)c1Cc1ccc(C(=O)N2CCCCCCNC(=O)CC2)o1
-17% | COCCn1ccc2c(OCC(=O)Nc3ccccc3)cccc2c1=O
-20% | COc1ccccc1N(Cc1cc2ccccc2[nH]c1=O)C(=O)c1ccccc1
? | O=C1NCCOCCN(S(=O)(=O)c2ccc3c(c2)CCC3)[C@H]2CCC[C@@H]12
? | CCOc1ccc(C(=O)CCC(=O)N(CC#N)C2CC2)cc1
10µM* | Cc1cc2cc(NS(=O)(=O)c3ccc4ccccc4c3)ccc2[nH]1
1% | Cn1nnnc1-c1cccc(NC(=O)c2ccc3[nH]c4c(c3c2)CCCC4)c1
-12% | C#CCNC(=O)CN1CCN(C(=O)C2CCCC2)CC1
18% | COc1ccccc1C(=O)N1CCCN(c2cc(-c3ccc(Cl)cc3)[nH]n2)CC1
76%[activator] | Cc1cc(N2CCOC(C(F)(F)F)C2)nc(-c2ccccc2)n1 (stereo not drawn)
-6% | CCC(=O)Nc1cc(C)c(O)c(-c2nc3cc(C(C)C)ccc3o2)c1
39%[activator] | O=C(c1ccccc1)N1CCC2(C1)C(=NC1CCCC1)NC(=O)N2c1cccnc1 (stereo not drawn)

A draw from above in order of molecular weight, low to high.
12-LOX inh | SMILES
-12% | C#CCNC(=O)CN1CCN(C(=O)C2CCCC2)CC1
? | CCOc1ccc(C(=O)CCC(=O)N(CC#N)C2CC2)cc1
76%[activator] | Cc1cc(N2CCOC(C(F)(F)F)C2)nc(-c2ccccc2)n1 (stereo not drawn)
10µM* | Cc1cc2cc(NS(=O)(=O)c3ccc4ccccc4c3)ccc2[nH]1
? | O=C1NCCOCCN(S(=O)(=O)c2ccc3c(c2)CCC3)[C@H]2CCC[C@@H]12
-20% | COc1ccccc1N(Cc1cc2ccccc2[nH]c1=O)C(=O)c1ccccc1
18% | COc1ccccc1C(=O)N1CCCN(c2cc(-c3ccc(Cl)cc3)[nH]n2)CC1

Screening results: PubChem BioAssay, National Center for Advancing Translational Sciences (NCATS)
